# Source: PubChem BioAssay
# USP1 inh: blocks the human USP1/UAF1 deubiquitinase complex. O94782. AID 743255. recombinant USP1/UAF1, Ub-Rhodamine cleavage fluorescence. 0.23% of 390,000 active. Potency, µM (highest dose often 57.1 µM), for the others: top-dose activity change, negative = inhibition, actives largely listed as inhibitors; further: on the % scale 0 is the no-effect control and ±100 the full control effect; nearly all actives have a fitted effect of over 60% in size; inactives centre near -12
#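 1 nM enzyme complex + cpd, 15 min RT; start with Ub-Rho 150nM final; kinetic fluorescence ex 480/em 540, 6 reads q60 s. Buffer 50mM HEPES pH 7.8, 0.5mM EDTA, 0.1 mg/ml BSA, 1mM TCEP, 0.01% Tween-20.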
# mIDH1 inhibitor: inhibitors of human mutant IDH1 R132H; O75874; IDH1-R132H enzyme, NADPH consumption, diaphorase/resazurin fluorescence; Potency, µM (doses to about 76.6 µM), inactives show top-dose activity change, negative = inhibition, most hits filed as inhibitors; 0.093% of 390,000 active; AID 602179; further: on the % scale 0 is the no-effect control and ±100 the full control effect; nearly all actives have a fitted effect of over 65% in size
# Target sequence (O75874 whole entry R132H, stated change not applied): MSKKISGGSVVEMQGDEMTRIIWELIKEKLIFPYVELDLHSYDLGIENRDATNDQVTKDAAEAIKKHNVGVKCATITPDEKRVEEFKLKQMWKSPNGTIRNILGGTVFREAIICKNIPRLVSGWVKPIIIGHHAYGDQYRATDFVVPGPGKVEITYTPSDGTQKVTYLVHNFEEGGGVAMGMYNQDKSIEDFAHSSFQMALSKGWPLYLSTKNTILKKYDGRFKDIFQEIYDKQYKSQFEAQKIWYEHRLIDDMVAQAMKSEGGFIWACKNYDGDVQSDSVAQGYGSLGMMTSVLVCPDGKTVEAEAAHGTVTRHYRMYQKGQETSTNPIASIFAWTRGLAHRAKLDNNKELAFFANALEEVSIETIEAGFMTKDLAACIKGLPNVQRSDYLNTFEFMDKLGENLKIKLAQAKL
#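 IDH1-R132H (0.5 ug/mL dispensed) in pH 7.5 Tris buffer was preincubated 30 min with compound, then given a substrate mix of 0.016 mM NADPH and 2 mM alpha-KG for 80 min at room temperature; remaining NADPH was read by diaphorase/resazurin fluorescence.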
# Vif-A3G inh: blocks the Vif interaction with human APOBEC3G | Potency, µM (titrated, usually from 46.1 µM), for the others: top-dose activity, negative = active, usual class: inhibitors | HeLa A3G-eYFP + Vif (tagged APOBEC3G with the HIV-1 protein that degrades it), YFP fluorescence, overnight | 0.076% of 410,000 active | AID 602310 | Q9HC16;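 further: on the % scale 0 is the no-effect control and ±100 the full control effect; nearly all actives have a fitted effect of over 60% in size; hits raise eYFP signal because A3G escapes Vif-driven loss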
#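 HeLa cells stably expressing Vif and C-terminally eYFP-tagged A3G, seeded overnight at 37 deg C, then exposed to compound by pintool overnight at 37 deg C. Rise in yellow fluorescence (Ex 488/Em 500-530, Acumen) marks blocked Vif-driven A3G degradation.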
# 12-LOX inh: inhibitors of human 12S-lipoxygenase ALOX12 | P18054 | Potency, µM (series often up to 108 µM), inactives show at the top dose activity change, negative = inhibition, hits mostly inhibitors | purified 12hLO, xylenol orange hydroperoxide absorbance | 1.1% of 580,000 active; further: on the % scale 0 is the no-effect control and ±100 the full control effect
# Target sequence (P18054 whole entry, looked up): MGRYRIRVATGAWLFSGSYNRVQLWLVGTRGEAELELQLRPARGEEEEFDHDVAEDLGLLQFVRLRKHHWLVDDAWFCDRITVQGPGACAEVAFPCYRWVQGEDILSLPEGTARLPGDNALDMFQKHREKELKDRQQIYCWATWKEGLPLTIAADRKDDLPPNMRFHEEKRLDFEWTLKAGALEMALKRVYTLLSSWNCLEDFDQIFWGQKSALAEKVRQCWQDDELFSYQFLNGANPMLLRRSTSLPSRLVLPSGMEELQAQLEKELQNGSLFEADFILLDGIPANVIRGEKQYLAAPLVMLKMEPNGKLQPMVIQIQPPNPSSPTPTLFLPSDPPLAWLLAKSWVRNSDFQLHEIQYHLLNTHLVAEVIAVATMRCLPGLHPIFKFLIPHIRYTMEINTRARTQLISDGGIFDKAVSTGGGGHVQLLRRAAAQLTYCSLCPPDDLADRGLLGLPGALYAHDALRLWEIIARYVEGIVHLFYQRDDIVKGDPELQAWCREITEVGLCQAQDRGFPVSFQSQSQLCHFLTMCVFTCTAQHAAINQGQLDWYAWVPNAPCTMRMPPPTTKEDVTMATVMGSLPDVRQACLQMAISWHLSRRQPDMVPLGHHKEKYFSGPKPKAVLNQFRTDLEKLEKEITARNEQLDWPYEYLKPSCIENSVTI
#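 Purified human 12hLO (150 nM final) in 25 mM Hepes, 0.01% Triton X-100, pH 7.0 was preincubated 15 min at room temperature with compound. Then 40 uM arachidonic acid was added, 30 min. Hydroperoxide was read by Fe-XO absorbance ratio 573/405 nm.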
# RGS4 inh: blocks human RGS4-accelerated GTP hydrolysis. 0.039% of 390,000 active. Potency, µM (titrated, usually from 114 µM), without a hit: top-dose activity change, negative = inhibition, hits mostly inhibitors. P49798. AID 504845. Transcreener GDP fluorescence polarization, RGS4-accelerated GTP hydrolysis; further: on the % scale 0 is the no-effect control and ±100 the full control effect; nearly all actives have a fitted effect of over 75% in size; some results filed as inactive show a strong effect at the top dose
#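 MLSMR compounds (23 nl, pin-transferred) preincubated 10 min at room temperature with a 500nM (2x) first reagent, then RGS4 at 900nM (2x) plus Transcreener GDP mix added; fluorescence polarization (620/688 nm) read before and after 90 min at 30 °C.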
# rTrxR1 inhibitor: blocks rat thioredoxin reductase 1. O89049. recombinant rTrxR1, NADPH fluorescence consumption, selenite substrate. Potency, µM (series often up to 114 µM), inactives show top-dose activity change, negative = inhibition, hits mostly inhibitors. 1% of 390,000 active; further: on the % scale 0 is the no-effect control and ±100 the full control effect; nearly all actives have a fitted effect of over 65% in size
#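 Rat TrxR1 (90 nM in the dispensed reagent) was pre-reduced with 400 uM NADPH for 5 min at room temperature, then incubated with compound for 15 min. After 400 uM selenite was added, NADPH fluorescence (Ex 340/Em 450 nm) was followed for 8 min.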
# TrxR1 substrate: substrates of rat thioredoxin reductase 1; O89049; purified TrxR1 substrate turnover, NADPH consumption readout; Potency, µM (titrated, usually from 114 µM), for inactives: at the top dose activity change, negative = substrate turnover; 0.01% of 390,000 active; further: on the % scale 0 is the no-effect control and ±100 the full control effect; nearly all actives have a fitted effect of over 50% in size
#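 Rat TrxR1, dispensed at 90 nM, was prereduced with 400 uM NADPH (final) for 5 min at ~22 deg C, then incubated with compound 15 min before 400 uM selenite. A first-read NADPH fluorescence drop versus no-compound background flagged substrates.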
# RXFP1 ag: RXFP1 (human) receptor agonism. HEK293T-RXFP1 cAMP TR-FRET, 30 min; response scale: percent of porcine relaxin response, buffer zero. Potency, µM (highest dose often 57.5 µM), for the others: at the top dose activation, actives largely listed as activators. 0.3% of 370,000 active. AID 2676; further: on the % scale 0 is the no-effect control and ±100 the full control effect; nearly all actives have a fitted effect of over 60% in size; many of its hits are not listed in these tables
#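 HEK293T cells stably expressing RXFP1 were pretreated with the PDE4 inhibitor Ro 20174, exposed to compounds for 30 min at 37C, lysed, and cAMP was read by TR-FRET. Data normalized to buffer (basal) and 29 nM porcine relaxin (100%).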
# Vif-A3F inh: Vif-A3F binding inhibition; HeLa A3F-eYFP + Vif (tagged APOBEC3F with the HIV-1 protein that degrades it), YFP fluorescence increase; Potency, µM (series often up to 46.1 µM), for the others: top-dose activity, negative = active; 0.2% of 390,000 active; AID 602313; further: % of control where 0% means no effect; nearly all actives have a fitted effect of over 65% in size
#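 HeLa cells stably expressing A3F-eYFP plus Vif, plated and incubated overnight at 37 deg C, then exposed to compounds overnight at 37 deg C. Blocked degradation read as raised yellow fluorescence (Ex 488/Em 500-530).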
# The depositor's hits bear a star; ? = inconclusive; nt = no result given; [ ] = dose if it differs, or a comment. The call rests on the fitted dose curve; in most records, active means well fitted curve in the direction sought with a large enough effect; inconclusive means small, poorly fitted or top-dose-only effect, or another doubt; inactive means no such curve, though single readings can be large; an effect the other way counts as inactive or inconclusive. Potency means the concentration at half of the fitted maximal effect.
# Values run as follows: USP1 inh	mIDH1 inhibitor	Vif-A3G inh	12-LOX inh	RGS4 inh	rTrxR1 inhibitor	TrxR1 substrate	RXFP1 ag	Vif-A3F inh
- CC(Sc1nc2ccc(Br)cc2[nH]1)C(=O)O (stereo not drawn)
 : -19%	-1%	-3%	-14%	12%	26%	6%[57.1 µM]	-0.8%	-2%
- NC(=S)c1ccc[n+]([O-])c1
 : -7%	6%	2%	?	?	-22%	-10%	nt	1%
- CCCCSc1nnc(CCNC(=O)OC(C)(C)C)o1
 : -13%	0%	-1%	13%	1%	19%	11%[57.1 µM]	8.6%	2%
- O=C(CN1C(=O)c2ccccc2C1=O)OCc1nc2ccsc2c(=O)[nH]1
 : -10%	11%	4%	6%	-3%	15%	1%	25%	2%
- COc1ccccc1NC(=O)CSc1nnc(-c2ccccc2)o1
 : -22%	-1%	1%	231%[activator]	-3%	11%[57.1 µM]	-9%	-0.3%	2%
- CN(C)c1nc(N)c2nccnc2n1
 : 5%	2%	-1%	-18%	-3%	16%[11.4 µM]	12%[57.1 µM]	nt	11%
- CCCOCC(O)CC(Cc1ccccc1)C(=O)NN (stereo not drawn)
 : -18%	14%	-5%	-5%	-16%	27%	7%	0.0%	-2%
- Cc1ccc(Cc2nnc(SCC(=O)Nc3ccc(C)cc3C)[nH]c2=O)cc1
 : -31%	-4%	-6%	1%	-48%	2%[57.1 µM]	-10%[57.1 µM]	-0.5%	2%
- O=C(CN(Cc1ccc(F)cc1)C(=O)c1csnn1)NC1CCCC1
 : -19%	-5%	3%	2%	-4%	16%	4%	0.0%	-10%
- O=C(NCC(c1ccco1)N1CCCCC1)c1ccc(S(=O)(=O)Nc2ccccc2Cl)cc1 (stereo not drawn)
 : -5%	-11%	0%	-39%	5%	-12%	-11%	nt	1%
- COc1ccc(C2CC(c3ccccc3O)=NN2c2ccccc2)cc1 (stereo not drawn)
 : -10%	-5%	-1%	0%	-4%	46%[activator][57.1 µM]	72%	nt	5%
- CC(NC(=O)c1ccco1)C(c1cccs1)N1CCOCC1 (stereo not drawn)
 : -18%	14%	0%	33%	-8%	-37%	0%[57.1 µM]	0.9%	-1%
- CN(CC(=O)NC(=O)NC1CCCCC1)Cc1ccccc1
 : -17%	-6%	7%	0%	-18%	12%	0%	0.1%	-1%
- c1ccc(COc2ncnc3c2ncn3CCCNCc2cccs2)cc1
 : -15%	2%	1%	-3%	nt	nt	nt	nt	-1%
- COc1ccc(-c2ccc(NS(=O)(=O)c3ccc(C(C)=O)cc3)cc2)nn1
 : -16%	0%	2%	-23%	-2%	9%[57.1 µM]	-4%[57.1 µM]	-4.4%	0%
- COCCNC(=O)c1ccccc1NC(=O)COc1ccccc1
 : 3%	0%	0%	0%	11%	-11%[57.1 µM]	-2%[57.1 µM]	-0.3%	-4%
- CCc1ccc(-c2cc(C(F)(F)F)n3nc(C(=O)Nc4c(C)nn(Cc5ccccc5C)c4C)cc3n2)s1
 : -7%	7%	-1%	nt	11%	38%[activator]	35%[activator]	3.5%	1%
- CC1Sc2ccc(C(=O)NCc3cccc(C(F)(F)F)c3)cc2NC1=O (stereo not drawn)
 : -10%	-6%	-7%	27%	1%	9%	-2%	0.1%	6%
- COc1cccc(N2CCN(C(=O)C(CCSC)NS(=O)(=O)c3ccc4c(c3)oc(=O)n4C)CC2)c1 (stereo not drawn)
 : -7%	8%	2%	-11%	-8%	8%[57.1 µM]	1%[57.1 µM]	5.0%	-6%
- Cc1ccc(/C=C/C(=O)N2CCN(c3ncccn3)CC2)o1
 : -5%	0%	-2%	-13%	?	22µM*	-11%	2.9%	-9%
- Cc1ccccc1CC(=O)N1CCN(S(=O)(=O)c2cccs2)CC1
 : -23%	0%	-9%	3%	-11%	15%	1%	-0.5%	3%
- C/C(=N/NS(=O)(=O)c1ccc(CC(C)C)cc1)c1ccncc1
 : -7%	-16%	4%	15%	1%	9%	1%	-2.5%	-16%
- COc1ccc(COCC(O)CN2CCC(CN3C(=O)c4cccc5cccc(c45)C3=O)CC2)cc1OC (stereo not drawn)
 : -13%	6%	4%	21%	-5%	7%[57.1 µM]	19%[57.1 µM]	0.8%	4%
- Cc1c(CN2CCCCC2)c(O)n(CCCO)c(=O)c1C#N
 : -25%	5%	-3%	?	-28%	-37%	-11%	0.1%	-13%
- CC(C)NC(=O)N(C)C[C@H]1Oc2c(NS(=O)(=O)c3cccs3)cccc2C(=O)N([C@H](C)CO)C[C@@H]1C
 : -6%	-8%	5%	12%	19%	8%[57.1 µM]	8%[57.1 µM]	nt	-5%
- Cc1onc(-c2ccccc2)c1-c1ccnn1C(=O)NC(C)C
 : -14%	3%	1%	0%	-19%	3%[57.1 µM]	1%[57.1 µM]	-1.1%	-1%
- CN(C)Cc1c(C(=O)N/N=C/c2cccnc2)nnn1-c1nonc1N
 : -6%	4%	-3%	14%	11%[11.4 µM]	-15%	-11%	3.8%	0%
- Cc1cccc(OC2CCN(Cc3nc(CC4CC4)no3)CC2)c1
 : -6%	3%	3%	1%	-11%	-1%	-5%	0.7%	8%
- CC(=O)Nc1ccc(C(=O)CSc2nnnn2C2CCCC2)cc1
 : 2%	-3%	-1%	?	7%[56.9 µM]	-8%	-8%	0.7%	0%
- CCCCc1c(O)nc(SCC(=O)c2ccccc2)[nH]c1=O
 : -11%	-2%	-8%	7%	-10%	6%	-7%	2.3%	?

# In the list so far, four contain an NH in an aromatic ring.
# Values run as follows: USP1 inh	mIDH1 inhibitor	Vif-A3G inh	12-LOX inh	RGS4 inh	rTrxR1 inhibitor	TrxR1 substrate	RXFP1 ag	Vif-A3F inh
- CC(Sc1nc2ccc(Br)cc2[nH]1)C(=O)O (stereo not drawn)
 : -19%	-1%	-3%	-14%	12%	26%	6%[57.1 µM]	-0.8%	-2%
- O=C(CN1C(=O)c2ccccc2C1=O)OCc1nc2ccsc2c(=O)[nH]1
 : -10%	11%	4%	6%	-3%	15%	1%	25%	2%
- Cc1ccc(Cc2nnc(SCC(=O)Nc3ccc(C)cc3C)[nH]c2=O)cc1
 : -31%	-4%	-6%	1%	-48%	2%[57.1 µM]	-10%[57.1 µM]	-0.5%	2%
- CCCCc1c(O)nc(SCC(=O)c2ccccc2)[nH]c1=O
 : -11%	-2%	-8%	7%	-10%	6%	-7%	2.3%	?

# Later entries.
# Values run as follows: USP1 inh	mIDH1 inhibitor	Vif-A3G inh	12-LOX inh	RGS4 inh	rTrxR1 inhibitor	TrxR1 substrate	RXFP1 ag	Vif-A3F inh
- COc1cccc(Nc2ncccc2C(=O)O)c1
 : -5%	-2%	1%	4%	-4%	16%	9%	-2.8%	-5%
- CCOC(=O)[C@H]1[C@H]2COc3cc(OC)ccc3[C@@H]2N2C(=O)CN(Cc3ccccc3)C(=O)[C@@]12C
 : ?	18%	2%	-14%	13%	21%[57.1 µM]	8%[57.1 µM]	0.3%	0%
- CC1Oc2ccccc2N(CC(=O)NCc2cccs2)C1=O (stereo not drawn)
 : 1%	6%	2%	1%	-21%	-10%[57.1 µM]	7%	4.1%	-1%
- O=S(=O)(c1ccccc1)N1CCN(c2nc(-c3ccc(F)cc3)nc3cc(Cl)ccc23)CC1
 : nt	nt	-2%	nt	-15%	30%	5%[0.457 µM]	nt	nt
- Cc1cc(C(=O)N2CCN(c3cccc(C)c3C)CC2)c2c(C)nn(-c3ccccc3)c2n1
 : -15%	7%	3%	-13%	0%	5%	9%	-0.6%	-6%
- CNC[C@H]1Oc2c(NS(=O)(=O)c3ccc(OC)cc3)cccc2C(=O)N([C@H](C)CO)C[C@H]1C
 : -25%	12%	0%	-1%	8%	-2%	2%	nt	-1%
- Cc1ccc(C)c(NC(=O)Cn2nnc(C(=O)NCCc3ccccc3)c2N)c1
 : -19%	0%	3%	0%	1%	10%	-7%	-0.9%	3%
- O=c1cc(-c2ccc(O)cc2)oc2c(C3OCC(O)C(O)C3O)c(O)c(C3OC(CO)C(O)C(O)C3O)c(O)c12 (stereo not drawn)
 : -19%	8%	-3%	3%	16%	-1%[57.1 µM]	-5%	-1.4%	-2%
- CCCCNC(=O)Nc1c(C(=O)OCC)[nH]c2ccccc12
 : -15%	2%	-10%	428%[activator]	-14%	17%[57.1 µM]	8%[57.1 µM]	-1.2%	5%

# Some of the entries so far, as labelled records.
CCCCSc1nnc(CCNC(=O)OC(C)(C)C)o1
  USP1 inh = -13%; mIDH1 inhibitor = 0%; Vif-A3G inh = -1%; 12-LOX inh = 13%; RGS4 inh = 1%; rTrxR1 inhibitor = 19%; TrxR1 substrate = 11%[57.1 µM]; RXFP1 ag = 8.6%; Vif-A3F inh = 2%
O=C(CN1C(=O)c2ccccc2C1=O)OCc1nc2ccsc2c(=O)[nH]1
  USP1 inh = -10%; mIDH1 inhibitor = 11%; Vif-A3G inh = 4%; 12-LOX inh = 6%; RGS4 inh = -3%; rTrxR1 inhibitor = 15%; TrxR1 substrate = 1%; RXFP1 ag = 25%; Vif-A3F inh = 2%
COc1ccccc1NC(=O)CSc1nnc(-c2ccccc2)o1
  USP1 inh = -22%; mIDH1 inhibitor = -1%; Vif-A3G inh = 1%; 12-LOX inh = 231%[activator]; RGS4 inh = -3%; rTrxR1 inhibitor = 11%[57.1 µM]; TrxR1 substrate = -9%; RXFP1 ag = -0.3%; Vif-A3F inh = 2%

# The list is partial (hit frequency here may not be typical).
